Screening data deposited in PubChem by University of Kansas High Throughput Screening Laboratory.
mHTT-CaM PPI inh: disrupts binding of mutant huntingtin to calmodulin; P42858; AlphaScreen His-mHTT/GST-CaM binding, luminescence; inhibition, % at 15 µM; actives 3.6% (n = 190,000);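 note: 0% = both proteins with DMSO and 100% = one protein alone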
Pf apPOL block: Pf-apPOL DNA polymerase inhibition. inhibition, % at 10 µM. Recombinant Pf-apPOL, molecular beacon fluorescence, 1.5 h. actives 0.25% (n = 210,000)
* = called active by the depositor; · = no result given; & = joins results of further samples. Cut-off read from the data, not from the text of the source: active = inhibition above about 50%; inactive = the rest.

Structure | Pf apPOL block | mHTT-CaM PPI inh
N#CC1=C(N)OC2=C(C(=O)CC(c3ccccc3)C2)C1c1ccc(Cl)cc1Cl (stereo not given) | -6.5 | 68.8*
CCc1ccc(N(CC(=O)N2CCOCC2)S(C)(=O)=O)cc1 | -1.6 | -2.0
Cc1cc(C)cc(OCC(=O)Nc2ncc(S(=O)(=O)c3ccc([N+](=O)[O-])cc3)s2)c1 | -1.0 | 1.0
CCCn1c(SCCC(=O)O)nc2ccccc21 | -6.3 | -0.3
N#CCSC1=Nc2ccccc2C2=NC(CCC(=O)NCc3ccccc3)C(=O)N12 (stereo not given) | -2.0 | 8.0
Cc1c(Cl)cccc1S(=O)(=O)NCC(O)c1ccc(C(F)(F)F)cc1 (stereo not given) | -5.9 | 68.0*
CCCCNC(=O)C1CCN(c2ccc(NC(=O)C3CCCO3)cn2)CC1 (stereo not given) | -5.3 | -1.4
CCNc1cc(N2CCCC(CCC(=O)Nc3ccc4c(c3)OCCO4)C2)ncn1 (stereo not given) | -5.2 | 18.8
O=C(CSc1nc2c(c(=O)n1-c1ccccc1)SCC2)Nc1ccc([N+](=O)[O-])cc1 | -0.8 | 2.0
COc1ccc(OC)c(NC(=O)c2cc3ccc(OC)cc3oc2=Nc2ccc(C(=O)O)cc2)c1 | -1.6 | 20.0
Cc1ccc2[nH]cc(CCNC(=O)CC3CCN(C(=O)C4CCCCC4)CC3)c2c1 | -7.2 | 86.4*
CCCN1CCn2cc(C(=O)N3CCC(Cc4ccccc4)CC3)nc2C1 | -4.0 | -3.1
O=C(NCc1cccnc1)C1CCN(S(=O)(=O)c2cccc3nsnc23)CC1 | -0.7 | -3.0
CCOc1ccc(C2NC(=O)c3c(sc4c3CCN(C)C4)N2)cc1OC (stereo not given) | 3.7 | 21.0
COc1ccc(-c2cc(C(=O)NC(C)C)no2)cc1OC | -1.0 | 2.0
O=C(CSc1nccn1-c1ccc(Cl)cc1)NCc1ccco1 | 1.7 | 0.8
Cc1ccc(CNC(=O)NCCC2CCN(S(=O)(=O)c3ccccc3)CC2)cc1 | 4.4 | 23.6
Cc1c(C(=O)NCc2ccc(F)cc2)oc2ccc(S(=O)(=O)N3CCCCC3)cc12 | -12.1 | 2.0
CC(C)(C)C(=O)Nc1cccc(C(=O)Nc2ccc(I)cc2)c1 | -1.2 | 7.0
CCCC12CN3CC(CCC)(CN(C1)C3c1ccc3c(c1)OCO3)C2=O (stereo not given) | -1.0 | -2.0
Cc1nc2nc(SCC(=O)NC3CCCCC3)nn2c(C)c1Cc1ccccc1 | -12.2 | -1.0
Cc1ccc2c(c1)N(C(=O)Cn1c(=O)n(Cc3ccccc3)c(=O)c3nscc31)CCO2 | -16.8 | 12.9
O=[N+]([O-])c1cn[nH]c1N1CCN(Cc2ccc3c(c2)OCO3)CC1 | · | 3.3
Cc1cc(-c2[nH]c3c(c2-c2cc(C)sc2C)c(=O)n(C)c(=O)n3C)c(C)s1 | 1.1 | -3.0
CCOC(=O)N1CCc2nn(CC(=O)Nc3cccc(Br)c3)c(=O)cc2C1 | -3.0 | 13.0
O=C(CCC1CCCN(C(=O)Nc2ccccc2)C1)NCc1cccc(C(F)(F)F)c1 (stereo not given) | -4.0 | 9.5
CC1(C)CC(=O)C(C(C2=C(O)CC(C)(C)CC2=O)c2ccc(Br)s2)C(=O)C1 (stereo not given) | · | 18.9
Cc1ccc(NC(=O)N2CCC(c3cc(N)on3)CC2)cc1C | -0.2 | 1.3
Cc1ccc(C)c(CNC(=O)c2cc3c(=O)n(C)c4ccccc4n3n2)c1 | -3.6 | -5.8
CNC(=O)N1CCCC(C)(C(=O)NCc2ccccc2)C1 (stereo not given) | 0.3 | -4.2
CC(=O)NC1C(Oc2ccc(C(C)(C)C)cc2)OC(CO)C(O)C1O (stereo not given) | -10.2 | -1.2
CCOc1cccc2cc(C(=O)Nc3nccs3)c(=Nc3cccc(C(F)(F)F)c3)oc12 | -0.9 | -2.0
O=C(CSc1ncnc2ccccc12)N1CCCc2ccccc21 | -3.4 | -20.7
O=C(CSCc1ccccc1)NCC#CCN1CCc2ccccc2C1 | 4.1 | 43.3
O=C(NCc1ccccc1)C1CC(=O)N(Cc2ccc(F)cc2)C1 (stereo not given) | -0.6 | -0.1
O=C1C2C3c4ccccc4C(C(=O)O)(c4ccccc43)C2C(=O)N1Cc1ccccc1 (stereo not given) | -4.4&2.3 | -4.0&-9.2
CS(=O)(=O)N1CCCc2ccc(NC(=O)C(=O)NCc3ccc4c(c3)OCO4)cc21 | -6.6 | -7.6
O=C1/C(=C/c2ccncc2)CCC/C1=C\c1ccncc1 | -13.2 | 2.0
CCOc1ccccc1-c1noc(-c2ccc(S(=O)(=O)NC)o2)n1 | -6.4 | -6.6
CN(C)c1cccc(C(=O)N2CCC3(CC2)NC(=O)N(Cc2cccc(Cl)c2)C3=O)c1 | -5.4 | 47.2
Cc1ccc(CNC(=O)CCCn2c(=O)c3sccc3n(Cc3ccccc3C#N)c2=O)cc1 | -1.1 | -2.0
CCN(C(=O)c1ccccc1)c1ccc(N(CC)C(=O)c2ccccc2)cc1 | -10.4 | -3.1
CCOc1ccc(C2C3=C(CC(C)(C)CC3=O)Nc3ncnn32)cc1 (stereo not given) | -13.6 | -2.2
CN1CNc2c(c(=O)n(C)c(=O)n2C)C1 | 2.6 | ·
CCNC(=O)c1csc(-c2ccc(OC(C)C)cc2)n1 | -9.4 | 1.1
CSc1scc2c1C(=NOC(=O)Nc1ccccc1)CC(C)(C)C2 | -8.6&-4.3 | ·
COc1ccc(N2C(=O)c3ccc(-c4nc5ccccc5c(=O)o4)cc3C2=O)cc1 | 2.1 | -4.0
c1ccc(OCCCn2ccnc2)cc1 | -1.2 | -9.0
Cc1cc2[nH]c(C(=O)Nc3ccc(F)cc3Cl)c(CN3CCOCC3)c2s1 | 8.7 | 5.1
O=C(Nc1cc(C(F)(F)F)ccc1Br)c1ccccc1Cl | 1.1 | 14.0

Continued:
Structure | Pf apPOL block | mHTT-CaM PPI inh
O=C(c1cc(Cl)ccc1F)N1CCc2nc(-c3ccccc3)ncc2C1 | -4.3 | -4.0
Cc1sc(NC(=O)c2ccco2)c(C(c2ccccc2)N2CCCC2)c1C (stereo not given) | -4.7 | 19.7
O=C(NCCc1ccco1)c1cc2n(n1)CCCN(Cc1ccccc1)C2=O | 1.2 | 2.1
CC(=O)c1ccc(NC(=O)CN2C(=O)NC3(CCC(C(C)(C)C)CC3)C2=O)cc1 (stereo not given) | -0.4 | 9.1
Cc1cc(OCC(=O)Nc2cccc(Cl)c2)nc(N2CCCC2)n1 | 2.3 | -4.5
Cc1c(-c2ccccc2)c(=O)oc2cc(OC(=O)C3CC3)ccc12 | -0.3 | -7.2
COc1cccc2cc(-c3cc(=O)oc4cc(OCC=C(C)C)ccc34)c(=O)oc12 | -3.9 | 7.1
COc1cccc(CCC(=O)N2CCN(c3nc(CN4CCC(C)CC4)cs3)CC2)c1 | -5.9 | 12.3
Cc1cccc(Nc2nccc(C3CCCN(C(=O)C(C)C)C3)n2)c1 (stereo not given) | -0.8 | 35.0
CC(C)c1ccc(CN(C)C2CCN(C)CC2)cc1 | -3.9 | -0.8
Cc1cc(/C=C2\SC(=O)N(Cc3ccc(F)cc3)C2=O)c(C)n1C | -2.6 | 8.0
CCc1cc(C(=O)Cn2cnc3ccccc32)c(O)cc1O | -1.7 | 2.2
CCC(=O)NCCc1csc(C2CCCN(C(=O)Cc3cccc(F)c3)C2)n1 (stereo not given) | 3.6 | 12.7
COc1cc(C=C2Oc3cc(OCC#N)cc(C)c3C2=O)cc(OC)c1OC | -4.8 | -6.4
O=C(Cc1ccccc1)Nc1ccc(NC(=O)c2ccco2)cc1 | -2.0 | 1.9
COc1ccccc1-c1nc(C2CCN(C(=O)c3cc4ccccc4[nH]3)CC2)no1 | 4.7 | 100.2*
O=C(NCc1cccc(F)c1)N1CC2CC(NS(=O)(=O)c3ccccc3)C1C2 (stereo not given) | -4.7 | -1.1
CC(=O)NC1=NN(C(C)=O)C(C)(CCS(=O)(=O)c2ccc(Cl)c(Cl)c2)S1 (stereo not given) | -7.6 | -3.0
Cc1ccccc1C(=O)N1CC2CC1CC2NS(=O)(=O)c1cccs1 (stereo not given) | 4.5 | -0.7
CNc1nc(Nc2ccc(F)cc2)nc2ccccc12 | 2.9 | 19.5
Cc1ccc(C(=O)N2CCN(c3c(Cl)cccc3[N+](=O)[O-])CC2)o1 | 5.3 | 11.4
CN1CCN(C(=O)c2cc3c(s2)CCN(C(=O)c2ccc(F)cc2)C3)CC1 | 2.9 | -1.5
COc1ccc(C2CCN(C(=O)c3ccccc3SC)C2)cc1 (stereo not given) | -12.3 | -5.4
Cc1cc(C)cc(NC(=O)C2CCN(c3cc(C(=O)N4CCCC4)ccn3)CC2)c1 | 2.3 | 26.6
Cc1ccc(C2CC(c3cccc(C)c3)n3nnnc3N2)cc1 (stereo not given) | 1.8 | -6.8

Full records from above:
Listed for CNc1nc(Nc2ccc(F)cc2)nc2ccccc12 = Pf apPOL block: 2.9; mHTT-CaM PPI inh: 19.5
Listed for CC(=O)NC1=NN(C(C)=O)C(C)(CCS(=O)(=O)c2ccc(Cl)c(Cl)c2)S1 (stereo not given) = Pf apPOL block: -7.6; mHTT-CaM PPI inh: -3.0

(listing goes on)
Structure | Pf apPOL block | mHTT-CaM PPI inh
O=C(Nc1ccc2c(c1)OCCO2)N1CCCC1c1cccc(F)c1 (stereo not given) | -5.5 | -3.8
C#CCN(C)C(=O)c1ncn(-c2ccccc2)n1 | -4.7 | -1.7
CCCC(=O)NC(N)=Nc1nc(C)c2ccccc2n1 | 1.4 | 5.5
O=C1C2C3C=CC(C3)C2C(=O)N1CN1CCN(CN2C(=O)C3C4C=CC(C4)C3C2=O)CC1 (stereo not given) | -8.7 | -6.0
OCCCNc1nc(-c2ccccc2Cl)c2cc(Br)ccc2n1 | -3.9 | 51.0*
COc1ccc(NC(=O)C2CC(=O)OC23CCOC(C)(C)C3)cc1 (stereo not given) | -3.0 | 0.0
OC(COc1ccc(C2CCCCC2)cc1)CN1CCCCC1 (stereo not given) | -1.1 | -0.2
CSC1=NC(C)(C)CC12C=CC(=O)c1ccccc12 (stereo not given) | · | -11.2
CC(CCc1ccccc1)NC(=O)c1ccc(Cl)cc1[N+](=O)[O-] (stereo not given) | -3.1 | -1.5
CC(C)(C)c1ccc(OC(=O)NC(=O)c2ccc(-c3csnn3)cc2)cc1 | -0.4 | ·
CC(O)(CNC(=O)C1(c2ccc(Cl)cc2)CCCC1)c1ccc2c(c1)OCO2 (stereo not given) | -1.2&-0.5 | -6.5&-15.8
O=C(Cn1nc2c(cc1=O)CCCC2)Nc1ccc(Cl)cc1 | -1.8 | 7.0
COc1ccc(C=C2Oc3c4c(cc(C)c3C2=O)OCN(C2CCS(=O)(=O)C2)C4)cc1 (stereo not given) | -6.9 | 18.1
Cc1cc(O)c(NC(=O)COc2ccc(Cl)cc2C)cc1C | 0.2 | -5.8
CC12COC3(C(=O)NC4CCCCC4)CC1CCC32C (stereo not given) | -4.2&-1.4 | -2.7&-5.0

17 of the compounds above, with values under each structure.
Order of values – Pf apPOL block | mHTT-CaM PPI inh
> Cc1cc(C)cc(NC(=O)C2CCN(c3cc(C(=O)N4CCCC4)ccn3)CC2)c1
→ 2.3 | 26.6
> Cc1ccc(C2CC(c3cccc(C)c3)n3nnnc3N2)cc1 (stereo not given)
→ 1.8 | -6.8
> O=C(Nc1ccc2c(c1)OCCO2)N1CCCC1c1cccc(F)c1 (stereo not given)
→ -5.5 | -3.8
> C#CCN(C)C(=O)c1ncn(-c2ccccc2)n1
→ -4.7 | -1.7
> CCCC(=O)NC(N)=Nc1nc(C)c2ccccc2n1
→ 1.4 | 5.5
> O=C1C2C3C=CC(C3)C2C(=O)N1CN1CCN(CN2C(=O)C3C4C=CC(C4)C3C2=O)CC1 (stereo not given)
→ -8.7 | -6.0
> OCCCNc1nc(-c2ccccc2Cl)c2cc(Br)ccc2n1
→ -3.9 | 51.0*
> COc1ccc(NC(=O)C2CC(=O)OC23CCOC(C)(C)C3)cc1 (stereo not given)
→ -3.0 | 0.0
> OC(COc1ccc(C2CCCCC2)cc1)CN1CCCCC1 (stereo not given)
→ -1.1 | -0.2
> CSC1=NC(C)(C)CC12C=CC(=O)c1ccccc12 (stereo not given)
→ · | -11.2
> CC(CCc1ccccc1)NC(=O)c1ccc(Cl)cc1[N+](=O)[O-] (stereo not given)
→ -3.1 | -1.5
> CC(C)(C)c1ccc(OC(=O)NC(=O)c2ccc(-c3csnn3)cc2)cc1
→ -0.4 | ·
> CC(O)(CNC(=O)C1(c2ccc(Cl)cc2)CCCC1)c1ccc2c(c1)OCO2 (stereo not given)
→ -1.2&-0.5 | -6.5&-15.8
> O=C(Cn1nc2c(cc1=O)CCCC2)Nc1ccc(Cl)cc1
→ -1.8 | 7.0
> COc1ccc(C=C2Oc3c4c(cc(C)c3C2=O)OCN(C2CCS(=O)(=O)C2)C4)cc1 (stereo not given)
→ -6.9 | 18.1
> Cc1cc(O)c(NC(=O)COc2ccc(Cl)cc2C)cc1C
→ 0.2 | -5.8
> CC12COC3(C(=O)NC4CCCCC4)CC1CCC32C (stereo not given)
→ -4.2&-1.4 | -2.7&-5.0
